Screening data: PubChem BioAssay, National Center for Advancing Translational Sciences (NCATS)
JMJD2A Tudor: qHTS Assay for Inhibitors of JMJD2A-Tudor Domain; Lysine-specific demethylase 4A (Homo sapiens), O75164; AlphaScreen JMJD2A-Tudor / H3K4me3 peptide binding; Potency, µM (titrated, usually from 114 µM), without a hit: at the top dose activity change, negative = inhibition, actives largely listed as inhibitors; 390,000 tested, 4.4% active; note: potency is the fitted concentration of half-maximal effect; % is set by controls: 0 for no effect and ±100 for the full control effect; nearly all actives have a fitted effect of over 50% in size
Target sequence (O75164 whole entry, looked up, the tested form may be a part): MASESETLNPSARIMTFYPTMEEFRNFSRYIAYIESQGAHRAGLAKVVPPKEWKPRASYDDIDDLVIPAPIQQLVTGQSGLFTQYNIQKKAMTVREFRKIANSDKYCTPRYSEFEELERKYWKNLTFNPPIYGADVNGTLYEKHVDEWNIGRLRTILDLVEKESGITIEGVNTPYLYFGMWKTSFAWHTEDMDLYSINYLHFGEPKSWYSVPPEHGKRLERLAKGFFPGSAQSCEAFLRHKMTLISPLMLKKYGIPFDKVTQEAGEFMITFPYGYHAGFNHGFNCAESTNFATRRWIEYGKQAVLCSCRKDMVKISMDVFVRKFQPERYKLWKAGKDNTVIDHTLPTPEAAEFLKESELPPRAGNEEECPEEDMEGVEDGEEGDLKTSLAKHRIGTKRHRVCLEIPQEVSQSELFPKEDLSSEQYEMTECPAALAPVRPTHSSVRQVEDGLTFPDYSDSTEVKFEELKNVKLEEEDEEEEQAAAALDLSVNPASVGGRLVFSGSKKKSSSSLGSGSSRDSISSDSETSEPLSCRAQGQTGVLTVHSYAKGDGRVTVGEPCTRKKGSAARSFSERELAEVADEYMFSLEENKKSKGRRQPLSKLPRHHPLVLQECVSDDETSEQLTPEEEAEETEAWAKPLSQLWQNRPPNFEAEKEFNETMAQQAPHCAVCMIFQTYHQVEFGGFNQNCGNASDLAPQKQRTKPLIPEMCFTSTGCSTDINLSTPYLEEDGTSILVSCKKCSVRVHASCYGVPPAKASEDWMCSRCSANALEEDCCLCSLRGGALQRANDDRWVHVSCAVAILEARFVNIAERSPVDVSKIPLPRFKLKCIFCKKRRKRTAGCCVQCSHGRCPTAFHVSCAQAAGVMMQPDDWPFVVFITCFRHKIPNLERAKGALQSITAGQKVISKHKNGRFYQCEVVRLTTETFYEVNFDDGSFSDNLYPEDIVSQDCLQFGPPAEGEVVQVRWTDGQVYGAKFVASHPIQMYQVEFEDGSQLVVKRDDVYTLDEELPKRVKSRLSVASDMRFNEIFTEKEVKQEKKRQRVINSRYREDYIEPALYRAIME
G9a inh: qHTS Assay for Inhibitors of Histone Lysine Methyltransferase G9a; 350,000 tested, 8.8% active; G9a H3K9 monomethylation, AlphaScreen, 2 h; Potency, µM (series often up to 102 µM), inactives show at the top dose activity, negative = inhibition, most hits filed as inhibitors; Histone-lysine N-methyltransferase EHMT2 (Homo sapiens), Q96KQ7; AID 504332, 2011; note: potency is the fitted concentration of half-maximal effect; % is set by controls: 0 for no effect and ±100 for the full control effect; nearly all actives have a fitted effect of over 75% in size
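G9a (20 nM) preincubated 15 min RT with compounds, then 500 nM biotinylated H3K9 peptide and 20 uM SAM added; 2 h RT reaction. Monomethyl-H3K9 product detected by AlphaScreen with anti-H3K9me1 antibody, streptavidin donor and anti-rabbit IgG acceptor beads.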
PI4K2A inh: qHTS for small molecular inhibitors of PI4K2A | purified PI4K2A, ADP-Glo luminescence, 1 h; hits give low values | activity change, negative = inhibition, % at 76.9 µM | Phosphatidylinositol 4-kinase type 2-alpha (Homo sapiens), Q9BTU6 | 420,000 tested, 0.13% active | AID 1346378, 2018; in the data active = activity change below about -50%; inconclusive = mostly about -30% to -49%;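 note: -100% = wells without enzyme as full effect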
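ADP-Glo luminescence measured ADP generated by PI4K2A enzyme (4 ug/mL before mixing) with 1.2 mM PI substrate (pre-mix) and 300 microM ATP (pre-mix). Tris pH7.5 buffer with MgCl2, Triton X-100; 1 h reaction at ambient temperature.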
BAZ2B inh: qHTS Assay for Inhibitors of BAZ2B. Bromodomain adjacent to zinc finger domain protein 2B (Homo sapiens), Q9UIF8. AlphaScreen BAZ2B-H3K14Ac peptide displacement. Potency, µM (series often up to 114 µM), without a hit: at the highest dose activity change, negative = inhibition, usual class: inhibitors. 360,000 tested, 4.4% active. AID 504333, 2011; note: potency is the fitted concentration of half-maximal effect; % is set by controls: 0 for no effect and ±100 for the full control effect; nearly all actives have a fitted effect of over 60% in size
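AlphaScreen displacement: compounds (up to 110uM) incubated 30 min at room temperature with a preformed 50 nM BAZ2B/50 nM biotinylated H3K14Ac peptide complex in PBS pH 7.4 with Tween-20. Donor and acceptor beads at 10 ug/mL final added, 20 min light-protected before reading.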
HP1b binding inh: HTS for Inhibitors of HP1-beta Chromodomain Interactions with Methylated Histone Tails | Chromobox protein homolog 1 (Homo sapiens), P83916 | AlphaScreen HP1-beta / biotin-H3K9me3 peptide binding | Potency, µM (titrated, usually from 114 µM), for inactives: at the highest dose activity change, negative = inhibition, usual class: inhibitors | 390,000 tested, 0.56% active | AID 540317, 2011; note: potency is the fitted concentration of half-maximal effect; nearly all actives have a fitted effect of over 70% in size; inactives centre near 23
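HP1-beta protein (50 nM final) preincubated 30 min at room temperature with biotinylated H3(1-18)K9me3 peptide (50 nM) in PBS pH 7.4, 0.01% Tween-20, then compound added for 30 min. AlphaScreen streptavidin donor/nickel chelate acceptor beads (10 ug/mL final), 30 min dark, luminescence read.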
ERG Ets-DNA blk: qHTS for Small Molecule Inhibitors of the ERG Ets/DNA interaction | Transcriptional regulator ERG (Homo sapiens), P11308 | fluorescence polarization, His-ERG Ets domain / labelled DNA | Potency, µM (series often up to 76.9 µM), for the others: top-dose FP activity, negative = inhibition, hits mostly inhibitors | 370,000 tested, 0.028% active | AID 624246, 2012; active = well fitted inhibition curve with a large enough effect in the polarisation, with a control signal flat; inconclusive = small, poorly fitted or top-dose-only effect, or effect the other way, or a change in a side signal; inactive = no such curve, though single readings can be large or run the other way; the % refers to the polarisation;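 note: polarization taken with two DNA probes labelled with fluorescein and Texas red; potency is the fitted concentration of half-maximal effect; % of control where 0% means no effect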
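His-tagged ERG Ets domain (1 uM in the protein solution; 300mM KCl, 50mM Tris-HCl, 1mM EDTA, 1mM DTT, pH 7.5) received compound, then a probe mix of 5 nM fluorescein-DNA and 100nM Texas-615-DNA. Fluorescence polarization was read for both dyes.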
ALOX12 inh: Primary qHTS assay for inhibitors of human arachidonate 12S-lipoxygenase (ALOX12): Round 2; Potency, µM (series often up to 108 µM), for inactives: at the highest dose activity change, negative = inhibition, most hits filed as inhibitors; Polyunsaturated fatty acid lipoxygenase ALOX12 (Homo sapiens), P18054; 580,000 tested, 1.1% active; purified 12hLO, xylenol orange hydroperoxide absorbance; note: potency is the fitted concentration of half-maximal effect; % is set by controls: 0 for no effect and ±100 for the full control effect
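Purified human 12hLO (150 nM final) in 25 mM Hepes, 0.01% Triton X-100, pH 7.0 was preincubated 15 min at room temperature with compound. Then 40 uM arachidonic acid was added, 30 min. Hydroperoxide was read by Fe-XO absorbance ratio 573/405 nm.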
GLS inh: qHTS for Inhibitors of Glutaminase (GLS). Potency, µM (titrated, usually from 45.5 µM), without a hit: at the highest dose activity change, negative = inhibition, usual class: inhibitors. 410,000 tested, 0.21% active. GLS enzymatic activity, qHTS titration; note: potency is the fitted concentration of half-maximal effect; % is set by controls: 0 for no effect and ±100 for the full control effect
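hKGA in 45 mM KH2PO4 pH 8.2, 0.02% Tween-20 with pin-transferred compounds; 1 mM L-glutamine (stock) plus glutamate oxidase/HRP/Amplex Red coupling added. Fluorescence read initially and after 30 min at RT.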
RGS4 inh: Inhibitors of Regulator of G Protein Signaling (RGS) 4: qHTS. Transcreener GDP fluorescence polarization, RGS4-accelerated GTP hydrolysis. 390,000 tested, 0.039% active. Potency, µM (titrated, usually from 114 µM), for inactives: at the top dose activity change, negative = inhibition, actives largely listed as inhibitors; note: potency is the fitted concentration of half-maximal effect; % is set by controls: 0 for no effect and ±100 for the full control effect; nearly all actives have a fitted effect of over 75% in size; some results filed as inactive show a strong effect at the top dose
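MLSMR compounds (23 nl, pin-transferred) preincubated 10 min at room temperature with a 500nM (2x) first reagent, then RGS4 at 900nM (2x) plus Transcreener GDP mix added; fluorescence polarization (620/688 nm) read before and after 90 min at 30 °C.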
The depositor's hits bear a star; i = inactive; ? = inconclusive; . = no result given; [ ] = another dose, or the depositor's remark. Unless noted, calls come from the whole dose curve; as a rule, active = well fitted curve in the direction sought with a large enough effect; inconclusive = small, poorly fitted or top-dose-only effect, or another doubt; inactive = no such curve, though single readings can be large; an effect the other way counts as inactive or inconclusive. The list is partial; the hit share may differ from the screen's.

SMILES	JMJD2A Tudor	G9a inh	PI4K2A inh	BAZ2B inh	HP1b binding inh	ERG Ets-DNA blk	ALOX12 inh	GLS inh	RGS4 inh
CN(C)C(CNC(=O)C1CCN(S(=O)(=O)c2cccc(Cl)c2Cl)CC1)c1ccccc1 (configuration not stated)	-25.4%	-9.8%	3.0	-2.2%	18.6%	9.9%	15.2%	7.9%	-5.3%
C=CCn1c(SCCN2C(=O)c3ccccc3C2=O)nc2scc(-c3ccccc3)c2c1=O	10.5%	-9.0%	-8.2	-2.9%	12.2%	-0.7%	.	.	-6.0%
NC(=O)CSc1nnc(-c2ccncc2)n1CCc1ccccc1	-3.2%	-8.1%[59 µM]	-1.6	4.0%	46.7%[activator]	-8.5%	33.4%[activator]	5.3%	6.3%
COCC(=O)N=Nc1c(O)[nH]c2ccccc12	0.0%	16.5%[59 µM]	-1.2	-9.0%	32.6%	8.3%	2.1%	1.2%	-10.7%
CCc1ccc(OC(=O)CSc2nnc(-c3ccc4c(c3)OCO4)o2)cc1	-1.3%	-29.1%[59 µM]	1.6	-1.2%	29.7%	11.0%	-21.0%	-1.2%	-13.6%
CC(NC(=O)c1ccc(Br)cc1)c1ccccc1 (configuration not stated)	-17.9%	2.6%	6.3	5.7%	11.7%	2.3%	10.0%	2.5%	-4.0%
CC(NC(=O)COC(=O)c1nc(Cl)ccc1Cl)c1ccccc1 (configuration not stated)	0.0%	.	-0.6	.	28.2%	15.3%	-12.1%	-3.0%	10.1%
O=C(Nc1ccccc1Cl)C1CCCN(S(=O)(=O)c2ccc(-n3cnnn3)cc2)C1 (configuration not stated)	-5.0%	13.4%[59 µM]	-0.5	2.9%	20.1%	2.9%	0.2%	3.0%	9.0%
COCC(C)N1CCC(Oc2cccc(C(=O)NCCc3ccccc3)c2)CC1 (configuration not stated)	3.4%	.	2.1	1.7%	24.7%	6.1%	?	4.9%	-2.5%
O=C1NC(NS(=O)(=O)c2ccccc2)(C(F)(F)F)C(=O)N1c1cccc(Cl)c1 (configuration not stated)	-5.0%	28.3%	1.3	9.0%	7.6%	3.1%	20.0%	12.6%	21.0%
CN(NC(=O)C1CC(=O)N(c2ccccc2)C1)C1=NS(=O)(=O)c2ccccc21 (configuration not stated)	-6.9%	7.3%	-6.3	-3.4%	23.9%	9.0%	6.3%	9.6%	-7.8%
Cn1c(=O)c(=O)n(C)c2cc(NC(=O)c3ccccc3Br)ccc21	-0.7%	6.5%[59 µM]	-1.4	0.9%	39.8%[activator]	1.1%	-8.6%	0.3%	-6.4%
CCCOc1ccc(-c2nn(-c3ccccc3)cc2/C=C2\SC(N)=NC2=O)cc1C	-26.7%	24.2%[59 µM]	2.6	-6.4%	15.7%	-11.9%	-19.9%	-1.7%	-4.1%
O=S(=O)(NCCSc1ccccc1)c1ccc(F)cc1	-20.6%[11.4 µM]	18.4%[59 µM]	1.6	53.1%[activator]	9.7%	-9.0%	-0.9%	-15.3%	-5.0%[11.4 µM]
Cc1ccc(NC(=O)CSc2nc3c(oc4ccccc43)c(=O)n2Cc2ccco2)cc1	?	2.6%[59 µM]	2.2	4.9%	0.5%	9.7%	-10.3%	-15.4%	5.9%
COc1cc(C(=S)N2CCN(c3cccc(Cl)c3)CC2)ccc1O	63.1µM*	-4.9%[0.501 µM]	-6.1	44.7µM*	7.08µM*	1.1%	44.7µM*	-19.4%	?
CC[C@]12c3[nH]c4ccc(OC)cc4c3CCN1C(=O)C(CC(=O)NC/C=C(\C)CCC=C(C)C)C[C@@H]2C(=O)N1CCN(C(=O)c2ccco2)CC1 (some centres not stated)	-29.5%	.	1.5	.	-1.6%	2.8%	?	-0.5%	0.3%
Cc1ccc(S(=O)(=O)Cn2nnnc2CN(Cc2ccco2)Cc2cccs2)cc1	-7.2%	20µM*	0.1	-0.8%	15.2%	-5.4%	-10.0%	-1.5%	-14.9%
COc1ccc(-n2nnnc2SCC(=O)c2ccc3c(c2)OCCO3)cc1	-15.2%	-5.2%[59 µM]	9.1	-3.5%	54.3%	-9.6%	7.2%	1.3%	-55.7%
O=S(=O)(c1ccc2c(c1)OCCO2)N1CCC(n2cnc3cc(F)ccc32)CC1	-17.1%	?	-0.6	-10.5%	27.3%	-7.0%	-4.4%	-2.5%	29.0%
Cc1ccc(C(C[N+](=O)[O-])c2c(N)n(C)c(=O)n(C)c2=O)cc1 (configuration not stated)	-8.6%	?	-1.9	-27.3%	72.5%[activator]	10.1%	9.7%	10.1%	?
CCCc1cc(=O)oc2cc(OCC(=O)Nc3ccc(S(N)(=O)=O)cc3)ccc12	-33.2%	.	?	44.7µM*	-1.1%[57 µM]	16.2%	?	-4.0%	?
COc1ccccc1NC(=O)c1sc2ncn(Cc3cccc4ccccc34)c(=O)c2c1C	-17.3%	24.4%	4.4	41.6%[activator]	13.5%	6.7%	-9.2%	-3.5%	-15.7%
CC(NC(=O)COC(=O)c1ccc(CO)cc1)C1CC2CCC1C2 (configuration not stated)	-1.7%	-0.3%[12.7 µM]	0.9	-3.3%	31.9%	9.3%	i	2.0%	6.7%
O=C(O)c1cc(NS(=O)(=O)c2cccs2)cc(NS(=O)(=O)c2cccs2)c1	-6.9%	16.5%[59 µM]	-0.6	5.8%	28.1%	4.1%	-11.5%	0.5%	9.8%
O=c1[nH]c2cc3c(cc2cc1CN(CCN1CCOCC1)C(=S)NCC1CCCO1)OCO3 (configuration not stated)	-9.4%	-2.3%	0.4	-18.1%	42.4%[activator]	-5.0%	0.0%	11.7%	16.5%
Cc1ccc(OC(=O)c2cc3ccccc3o2)cc1	191.3%[activator]	15.0%[12.7 µM]	-5.2	143.9%[activator]	227.5%[activator]	-4.0%	0.0%	5.8%	-20.2%
COCCNC(=O)CN1C(=O)c2cccnc2Oc2ccc(Cl)cc21	8.6%	-6.4%[59 µM]	-0.2	0.9%	39.9%[activator]	-19.1%	-16.6%	-3.3%	-26.3%
N#CCCN(C(=S)Nc1ccc(S(=O)(=O)N2CCOCC2)cc1)c1ccccc1F	-11.7%	44.7µM*	1.9	2.3%	3.8%	2.3%	8.8%	20.8%	-20.2%
CN1CCc2c(sc(/N=C/c3c[nH]c4ccccc34)c2C#N)C1	?	.	-1.3	?	-34.6%	-1.1%	i	0.0%	-21.8%
COc1ccc(C)cc1Nc1ccc(C(=O)O)cc1[N+](=O)[O-]	-25.8%	?	-13.8	-34.1%	-14.9%	9.5%	-5.9%	-20.5%	9.3%
C=CCN(CC=C)C(=O)c1ccc2nc(Cc3ccc(OC)c(OC)c3)oc2c1	-11.1%	.	-4.0	-33.8%	23.4%	-2.4%	8.9%	6.3%	-7.7%
Cc1cc(Cl)ccc1NC(=O)NC1CCN(S(=O)(=O)c2ccc(F)cc2)CC1	-0.3%	7.5%[59 µM]	3.9	10.8%	24.0%	-7.7%	-6.9%	2.7%	2.8%
O=C(COCc1cc(-c2ccc(F)cc2)on1)Nc1cc(Cl)cc(Cl)c1	-4.0%	11.1%[59 µM]	0.7	8.0%	16.3%	2.3%	-12.7%	-4.2%	8.8%
Cc1nc2ccccc2c(=O)n1N(c1ccccc1)c1ccccc1	13.4%	3.4%	-4.7	-14.5%	40.0%[activator]	-4.6%	-4.6%	1.8%	-5.5%
CCOC(=O)c1nc(C)n(-c2ccc(Cl)cc2)n1	-9.9%	-10.4%[59 µM]	0.6	13.0%	3.3%	0.0%	-29.3%	-6.8%	-21.9%
CCN(CC)S(=O)(=O)c1cccc(-c2nnc(SCC(=O)NC3CCCC3)n2N)c1	-7.4%	-5.7%[12.7 µM]	-1.3	-4.5%	28.7%	-1.4%	-0.1%	0.0%	-4.6%
COc1ccc(S(=O)(=O)N2CCCC(C(=O)NC3CCCC3)C2)cc1OC (configuration not stated)	-4.2%	4.2%	-3.1	-18.9%	47.5%[activator]	-3.8%	-22.2%	-18.5%	-4.4%

Single records, as listed above. Values in the order: JMJD2A Tudor	G9a inh	PI4K2A inh	BAZ2B inh	HP1b binding inh	ERG Ets-DNA blk	ALOX12 inh	GLS inh	RGS4 inh
`O=c1[nH]c2cc3c(cc2cc1CN(CCN1CCOCC1)C(=S)NCC1CCCO1)OCO3` (configuration not stated) reads -9.4%	-2.3%	0.4	-18.1%	42.4%[activator]	-5.0%	0.0%	11.7%	16.5%
`C=CCN(CC=C)C(=O)c1ccc2nc(Cc3ccc(OC)c(OC)c3)oc2c1` reads -11.1%	.	-4.0	-33.8%	23.4%	-2.4%	8.9%	6.3%	-7.7%
